Screening data: PubChem BioAssay, several laboratories
cardiac RTF act: increases calcium sensitivity of human cardiac regulated thin filaments; activation, % at 7.2 µM; hit rate 0.24% among 340,000; IANBD-labeled TnC RTF fluorescence at EC20 calcium; 0% EC20 calcium, 100% full calcium; P19429+P45379;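 active means activation above the mean over all tested compounds plus 3 SD, cut at about 30% in these data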;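 further: rise in fluorescence read as greater calcium sensitivity of cardiac thin filaments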
PKA-R2B act: PKA-R2B complex activation | P22694+P31323 | PKA-R2B holoenzyme dissociation, Cy5-IP20 fluorescence polarization; R2B truncated from residue 108, S112A mutant; 0% DMSO only, 100% 113 µM cGMP | activation, % at 11.4 µM | hit rate 0.079% among 340,000;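 active means activation above a cutoff set at the mean over all compounds plus 3 SD, cut at about 18% in these data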;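 further: higher means more holoenzyme dissociation and a rise in polarization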
Target sequence (P31323 whole entry, looked up, other chains not shown, the tested form may be a part): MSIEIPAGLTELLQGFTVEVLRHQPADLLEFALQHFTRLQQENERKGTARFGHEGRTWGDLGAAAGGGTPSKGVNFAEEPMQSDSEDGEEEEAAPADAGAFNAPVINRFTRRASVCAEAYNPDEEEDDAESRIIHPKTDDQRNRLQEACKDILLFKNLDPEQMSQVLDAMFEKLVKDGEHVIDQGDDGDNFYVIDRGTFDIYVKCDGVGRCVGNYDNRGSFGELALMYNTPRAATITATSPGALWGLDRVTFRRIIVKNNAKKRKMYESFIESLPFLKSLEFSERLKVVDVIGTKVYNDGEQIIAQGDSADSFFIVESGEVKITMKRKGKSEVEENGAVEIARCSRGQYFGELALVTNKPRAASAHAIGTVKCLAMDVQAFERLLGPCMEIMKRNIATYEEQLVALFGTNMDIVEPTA
Rtt109 HAT inh: inhibitors of Candida albicans Rtt109/Vps75 histone acetyltransferase. inhibition, % at 34.9 µM. Q5AAJ8. hit rate 0.16% among 330,000. purified Rtt109/Vps75, ThioGlo CoA-SH fluorescence, 4 h;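 active means inhibition of at least 50% in every replicate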
CAL PDZ FP-1: CAL PDZ (human) peptide binding inhibition | AID 602252 | hit rate 0.92% among 300,000 | inhibition, % at 24.9 µM | Q9HD26 | purified CAL PDZ, TMR-peptide fluorescence polarization, 1 h;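 active means mean inhibition of at least 30% with at least half of replicates also reaching 30%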;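 further: 0% = DMSO neutral control and 100% = excess unlabeled competitor peptide PRC23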
Keap1 Nrf2 FP: inhibitors of human Keap1-Nrf2 protein-protein interaction; inhibition, % at 9.4 µM; hit rate 0.15% among 340,000; Keap1 Kelch-Nrf2 peptide fluorescence polarization, 1536-well; in the data active means inhibition above about 12%;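 further: human Keap1 Kelch domain with fluorescein labeled Nrf2 9mer peptide probe; 0% = neutral control wells and 100% = peptide positive control; higher means more block of Keap1 binding to Nrf2 peptide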
SR-BI uptake up: SR-BI HDL lipid transfer activation; hit rate 0.096% among 320,000; CHO ldlA[mSR-BI] cells, DiI-HDL uptake fluorescence, 3 h; 100 = double the neutral-control signal; activation, % at 12.5 µM;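 active means mean replicate activation of at least 60% and every replicate at or above 60%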;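 further: 0% = median plate neutral-control signal and 100% = twice that signal; values of inactives mirror those of a sister screen read the other way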
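Material – SR-BI-overexpressing, LDLR-lacking CHO cells · Medium – BSA-supplemented, HEPES-buffered Ham's F12, pH 7.4 · Doses – single concentration · Times – compound with DiI-HDL co-incubation, 3 h at 37 °C · Measured by – bottom-read fluorescence, 550/595 nm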
CAL PDZ FP-2: human CAL PDZ-peptide interaction inhibition; Q9HD26; purified CAL PDZ, TMR-peptide fluorescence polarization, 1 h; inhibition, % at 20 µM; hit rate 0.02% among 330,000; AID 504414;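 active means highest replicate inhibition of at least 40%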;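 further: plate controls were DMSO neutral control wells for no effect and unlabeled competitor peptide control wells for full effect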
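Material: tagged CAL PDZ protein CerCALP, purified; buffer or medium: sodium phosphate/NaCl buffer pH 7.4 with TCEP, IgG, Thesit; also added: fluorescent TMR peptide probe; schedule: 1 h incubation at room temperature before polarization reading; technique: fluorescence polarization from S- and P-plane intensities, G-factor corrected; control set: unlabelled peptide and DMSO controls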
DAGLB inhibitor: blocks human DAGLB lipase activity; HEK293T DAGLB membrane lysate, EnzChek fluorogenic substrate; inhibition, % at 5.17 µM; AID 504411; hit rate 0.059% among 340,000; in the data active means inhibition above about 34%;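 further: 0% = enzyme with vehicle and 100% = wells lacking enzyme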
Target sequence (Q8NCG7 whole entry, looked up): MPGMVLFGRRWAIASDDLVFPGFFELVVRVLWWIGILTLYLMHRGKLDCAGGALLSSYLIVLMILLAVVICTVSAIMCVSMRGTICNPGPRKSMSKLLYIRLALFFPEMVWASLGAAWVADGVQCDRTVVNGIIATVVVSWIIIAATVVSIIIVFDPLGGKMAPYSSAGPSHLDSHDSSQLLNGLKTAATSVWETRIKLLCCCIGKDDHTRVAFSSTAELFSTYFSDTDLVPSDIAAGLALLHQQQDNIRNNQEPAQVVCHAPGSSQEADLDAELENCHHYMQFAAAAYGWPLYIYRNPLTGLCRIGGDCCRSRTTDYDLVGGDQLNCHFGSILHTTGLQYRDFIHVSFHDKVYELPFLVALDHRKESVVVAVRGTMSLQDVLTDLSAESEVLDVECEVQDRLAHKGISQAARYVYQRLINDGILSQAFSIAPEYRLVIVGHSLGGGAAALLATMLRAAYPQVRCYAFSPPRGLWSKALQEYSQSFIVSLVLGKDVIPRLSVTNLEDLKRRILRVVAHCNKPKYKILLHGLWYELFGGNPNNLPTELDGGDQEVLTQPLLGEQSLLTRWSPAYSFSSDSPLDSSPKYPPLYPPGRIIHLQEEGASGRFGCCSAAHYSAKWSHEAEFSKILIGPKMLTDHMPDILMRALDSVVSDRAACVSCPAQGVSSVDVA
C-LANA FP: inhibitors of KSHV LANA C-terminal domain DNA binding; inhibition, % at 9 µM; MBP-C-LANA/FAM-LBS DNA binding, fluorescence polarization; hit rate 0.078% among 340,000;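 active means highest replicate inhibition at or above 60% at 9 µM, even if other replicates fall short; inactive means all replicates below 60% inhibition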;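 further: 0% = neutral control wells and 100% = 4 µM acridine orange control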
Cardiac RTF inh: cardiac RTF calcium desensitization. P19429+P45379. hit rate 0.12% among 340,000. inhibition, % at 7.15 µM. IANBD-labeled cardiac RTF, Ca2+ fluorescence;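 active means inhibition above the mean inhibition of all tested compounds plus 3 SD, cut at about 17% in these data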;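 further: assay run at fixed EC70 calcium of 1.6 mM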
Numbers without * were called inactive; nt = not tested or not shown.

SMILES	cardiac RTF act	PKA-R2B act	Rtt109 HAT inh	CAL PDZ FP-1	Keap1 Nrf2 FP	SR-BI uptake up	CAL PDZ FP-2	DAGLB inhibitor	C-LANA FP	Cardiac RTF inh
C=CCSc1nnc(NC(=O)CCN2C(=O)C3CC=CCC3C2=O)s1 (stereo not drawn)	-4	11	-1	2	1	23	-0.4	2	1.1	-1
CC1(C)CC2CC(C)(CN2C(=S)Nc2ccccc2)C1 (stereo not drawn)	5	4	-4	-3	-1	-4	-2.5	-1	0.2	1
CC(NC(=O)CSc1nc2c(cc1C#N)CN(C)CC2)c1ccccc1 (stereo not drawn)	11	-2	-9	nt	-2	12	-0.3	1	-0.7	-1
Cc1ccc(C)c(OCC(=O)Nc2cccc(C(=O)O)c2)c1C	-5	11	nt	-1	1	-23	-1.3	0	0.8	2
O=C(c1cc2ccccc2oc1=O)N(Cc1ccccc1F)C1CCS(=O)(=O)C1 (stereo not drawn)	-3	2	9	nt	-4	3	-1.5	-1	-0.6	4
COc1ccccc1C(=O)N/N=C(\C)c1cccnc1	-3	-5	nt	2	-1	nt	1.6	1	0.6	1
Cc1noc(C)c1COC(=O)c1ccccc1NC(=O)c1ccco1	-4	9	3	4	-8	nt	-1.8	-4	0.6	-2
CCOc1ccc(-n2c(SCC(N)=O)nnc2-c2ccco2)cc1	11	0	0	2	-3	33	0.4	0	-6.6	-8
COc1cccc(N2C(=O)C(O)=C(C(C)=O)C2c2ccc(OC)c(OC)c2)c1 (stereo not drawn)	5	3	2	-2	4	20	-0.3	1	1.8	-2
O=C(Cc1c[nH]c2ccccc12)N1CCc2ccccc21	10	7	16	-4	-2	13	-1.6	1	0.0	-13
COC(=O)c1cc(S(=O)(=O)N2CCN(c3cc(C)ccc3C)CC2)c[nH]1	8	-15	6	nt	-5	18	-1.1	-1	-0.3	6
CC(=O)c1ccc(OC(=O)c2nc(-c3ccccc3)oc2C)cc1	-1	3	5	nt	0	nt	-1.1	-4	2.2	-6
O=C(NCc1ccco1)C1CC(=O)N(c2ccc(Cl)cc2)C1 (stereo not drawn)	-3	13	15	-4	4	10	-2.9	0	0.6	-5
Cc1c(N2C(=O)c3ccc(F)cc3C2=O)c(=O)n(-c2ccccc2)n1C	9	-1	12	1	-6	-4	-2.3	-2	0.0	-3
CC(C)N1CCN(Cc2ccc(C#CC(C)(C)O)cc2)CC1CCO (stereo not drawn)	-8	-4	-6	0	-2	6	-2.9	-3	-0.5	8
Cc1sc2nc[nH]c(=O)c2c1-c1ccc(Cl)cc1	-1	-9	8	nt	-1	6	-0.7	-3	-2.0	-5
CC1CCN(CCOCCOc2ccc(Br)cc2Cl)CC1	-3	-10	41	-3	3	-7	-3.0	-2	1.9	-7
COC(=O)C(NC(=O)CCc1c(C)nc2ncnn2c1C)C(C)C (stereo not drawn)	-1	-3	7	-1	1	51	-0.6	-2	-1.8	-10
CC(=O)Nc1ccc(NC(=O)C(C)OC(=O)C2(c3ccccc3F)CCCC2)cc1 (stereo not drawn)	4	-6	-8	-4	-2	-3	-2.1	-1	1.3	-6
COc1nc2ccccc2nc1OC	-2	-4	-11	nt	4	8	0.2	5	-0.6	-11
O=C(Cc1ccccc1Cl)Nc1cc(S(=O)(=O)N2CCOCC2)ccc1N1CCOCC1	-1	10	-1	-8	-4	11	-0.7	-1	0.2	-10
COCCCNS(=O)(=O)c1ccc(Cl)c(C(F)(F)F)c1	-3	11	1	-8	4	7	-0.5	0	-0.5	5
CC(C)CC(NC(=O)C1CCC(C)CC1)C(=O)NCc1ccco1 (stereo not drawn)	-6	6	-4	5	2	5	0.9	-3	0.5	11
Cc1ccc(S(=O)(=O)NN2Cc3ccccc3C2=N)cc1	2	-1	5	9	-9	4	-0.5	3	-1.5	0
CC(C)OC(=O)c1cc(NC(=O)C2C3C=CC(O3)C2C(=O)O)cc(C(=O)OC(C)C)c1 (stereo not drawn)	-4	6	6	-1	3	30	-1.2	3	0.9	-7
Cc1oc(-c2cccs2)nc1CNC[C@H]1O[C@@H](n2cnc(C(N)=O)n2)[C@H](O)[C@@H]1O	-8	-6	-2	-5	-3	26	0.0	-1	-0.9	-1
COc1ccccc1C(=O)NC(=S)Nc1ccc(S(=O)(=O)N2CCN(C)CC2)cc1	4	-8	4	4	-6	-3	-2.1	0	-0.1	-15
CCOc1ccc(OCc2ccc(C(=O)N3CCCCC3)o2)cc1	-7	-6	1	-4	-1	14	-2.9	-2	0.3	3
COc1ccccc1N1CCN(C2CCCN(C(=O)CC(F)(F)F)C2)CC1 (stereo not drawn)	2	-7	-8	-4	-1	11	0.0	-2	0.7	-8
Cc1ccc(C(C)C)cc2c(C)ccc1-2	-2	-7	-13	-1	-2	-11	-0.5	2	-2.3	5
O=C1C=C(OCc2ccccc2)CN1	12	-5	11	-2	-7	11	-1.1	2	-0.3	-12
CCOC(=O)N1CCN(Cc2nc3c(c(=O)[nH]c(=O)n3C)n2CCCc2ccccc2)CC1	2	3	-3	-1	-2	2	0.0	-2	2.0	-7
Cc1nnc(NC(=O)c2cccc(S(=O)(=O)N3CCCC3)c2)s1	-2	-3	-4	1	-1	9	-3.6	0	-0.7	2
CN(C)c1cc[n+](CC(=O)Nc2ccccc2C(F)(F)F)cc1	-3	8	8	5	0	16	0.6	-3	-0.2	-17
CNC(=O)Nc1ccc2snnc2c1	-9	5	-6	nt	3	0	-0.6	-7	-1.2	-3
O=C(O)CCCNC(=O)c1cccc(C(=O)NCCCC(=O)O)n1	0	-7	2	0	-2	35	-1.5	0	0.8	-4
COc1ccccc1NC(=O)Cn1cc(C(=O)C2CC2)c2ccccc21	1	-10	-7	-2	-1	-26	0.9	-10	-0.6	3
CCN(C(=O)COC(=O)c1oc2ccc(OC)cc2c1C)C1CCS(=O)(=O)C1 (stereo not drawn)	-2	-2	-2	-1	1	-60	-1.4	1	-0.1	-3
O=C(NCC1CCCO1)c1cncc(Br)c1 (stereo not drawn)	1	7	0	-1	0	-1	0.1	1	-1.2	-2
NC(=O)c1ncn([C@@H]2O[C@H](CNCc3ccc(-c4cc(C(F)(F)F)ccc4Cl)o3)[C@@H](O)[C@H]2O)n1	-4	-4	6	-6	-3	-8	-0.7	-2	1.1	6
COc1ccc(CCNC(=O)Cc2cccs2)cc1	11	2	9	-3	1	-14	-0.3	-1	0.7	-3
CC1CCCC(C)N1C(=O)CSc1ncccn1 (stereo not drawn)	1	10	10	nt	-3	nt	-0.5	0	-1.0	-26
O=c1cc(CN2CCOCC2)c2c(ccc3ccccc32)o1	6	2	-12	nt	-1	6	-1.0	-2	1.3	0
COc1ccc(C(O)c2ncc(C(F)(F)F)cc2Cl)cc1 (stereo not drawn)	-2	-6	-9	1	-1	10	-0.4	0	2.5	3
CCN(C(=O)COC(=O)c1cc(-c2ccccc2)nc2ccc(Br)cc12)C1CCS(=O)(=O)C1 (stereo not drawn)	-1	-9	5	-4	-4	-13	-1.3	-9	2.5	-5
Cc1[nH][nH]c(=O)c1C(c1ccc(-c2ccc(Cl)cc2)o1)c1c(C)[nH][nH]c1=O	-6	-2	-2	0	-11	14	-1.8	0	-1.5	-1
OCC1(Cc2ccccc2)CCCN(Cc2ccc3c(c2)OCCO3)C1 (stereo not drawn)	1	-7	0	0	-5	17	0.6	0	3.0	3
O=C(O)CSc1nnc(Cc2ccccc2)n1Cc1ccccc1	0	6	-7	nt	-4	25	-0.1	1	-0.2	1
CCOc1ccc(S(=O)(=O)Nc2ccc(C(=O)N/N=C(\C)c3ccc(-n4ccnc4)cc3)cc2)cc1	-4	-2	-5	1	-4	-11	-1.9	-4	-0.7	-19
CCOCCn1c(N2CCCC2)nc2c1c(=O)[nH]c(=O)n2C	1	-15	1	-2	-4	14	-0.1	0	-1.2	0
CCOC(=O)c1ccc(NC(=O)C(C)Sc2nc(O)c(-c3ccccc3)c(=O)[nH]2)cc1 (stereo not drawn)	2	-8	4	4	2	-1	0.0	-1	0.7	-4
COc1ccc(S(=O)(=O)N(C)C2CCS(=O)(=O)C2)cc1OC (stereo not drawn)	2	-15	0	1	-3	22	-2.2	1	0.5	1
N#CCCN(C(=O)COC(=O)Cc1c[nH]c2ccccc12)c1ccccc1	5	-3	2	-3	-4	17	-1.6	-1	-1.3	-1
CC(C)(C)NC(=O)C(OC(=O)c1cccs1)c1ccc(C#N)cc1 (stereo not drawn)	4	-1	-5	-3	-3	-6	-0.5	3	1.1	-11
Fc1ccc(COc2ccc(Br)cc2CNCc2ccncc2)cc1	0	-14	-13	nt	-1	-19	-2.1	-4	-1.7	-1
CCc1nnc(/N=C/c2c(O)n(-c3ccc(Cl)cn3)c(=O)c3ccccc23)s1	1	-2	6	-3	-4	-15	0.2	-2	1.4	-2
CCC(C)NC(=O)c1nn(C)c(=O)c2ccccc12 (stereo not drawn)	10	-5	-2	-8	-2	9	nt	1	-0.5	4
CCOCCCNC(=S)N(CCN(CC)CC)Cc1cc2cc3c(cc2[nH]c1=O)OCCO3	5	1	0	-1	-2	-16	-1.5	2	-1.2	-10
O=c1[nH]n2c(-c3ccccc3)nc(O)c2c2ccccc12	-4	-10	-9	-1	0	-8	-3.0	0	-0.4	-10
COc1ccc(COC(=O)CCS(=O)(=O)c2ccc(C)cc2)cc1	-2	-11	-15	-3	-1	6	-1.0	0	-0.9	-15

Looked up one by one from the entries so far:
SMILES	cardiac RTF act	PKA-R2B act	Rtt109 HAT inh	CAL PDZ FP-1	Keap1 Nrf2 FP	SR-BI uptake up	CAL PDZ FP-2	DAGLB inhibitor	C-LANA FP	Cardiac RTF inh
Fc1ccc(COc2ccc(Br)cc2CNCc2ccncc2)cc1	0	-14	-13	nt	-1	-19	-2.1	-4	-1.7	-1
O=c1[nH]n2c(-c3ccccc3)nc(O)c2c2ccccc12	-4	-10	-9	-1	0	-8	-3.0	0	-0.4	-10
CCOC(=O)c1ccc(NC(=O)C(C)Sc2nc(O)c(-c3ccccc3)c(=O)[nH]2)cc1 (stereo not drawn)	2	-8	4	4	2	-1	0.0	-1	0.7	-4

Additional compounds.
SMILES	cardiac RTF act	PKA-R2B act	Rtt109 HAT inh	CAL PDZ FP-1	Keap1 Nrf2 FP	SR-BI uptake up	CAL PDZ FP-2	DAGLB inhibitor	C-LANA FP	Cardiac RTF inh
O=C(CCCc1ccccn1)c1ccccc1	-3	8	-10	nt	1	1	-0.4	-4	1.0	-8
Cc1nc(Cl)c(C#N)cc1-c1ccccc1	0	2	-6	nt	0	-1	0.2	-1	-0.5	-5
CSc1nc(N)nc2c1ncn2CC(=O)N1CCN(c2ccccn2)CC1	0	2	-11	1	-3	3	-0.1	-3	-5.8	-5
COC(=O)CSc1nc2ncc(Cl)cc2[nH]1	5	-2	-3	-5	0	-5	-1.1	0	2.3	-5
